Hsp70 activator: transcriptional activators of Hsp70; HeLa Hsp70 promoter luciferase reporter, luminescence; scaled: vehicle 0, proteasome-inhibitor control 100%; AID 1203; activation, % at 10 µM; 0.04% of 200,000 active;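 active = activation above the mean across all tested compounds plus 3 SD, cutoff set per campaign, cut at about 5.5% in these data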;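 also: 100% = MG132 at 30 µM as the positive control and 0% = DMSO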
DTT redox prof: compounds producing H2O2 with reducing agent – biochemical, NIH compound library profiling, artefact control for MLSCN library redox annotation, primary screen; activation, % at 10 µM; DTT-dependent redox cycling H2O2, phenol red/HRP absorbance; 100% = 100 µM peroxide control, 0% = buffer; 0.03% of 200,000 active;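 active = activation of at least 50% relative to the plate's high and low controls in the primary single-dose screen; inactive = activation below 50%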;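 also: compound incubated with DTT at 0.8 mM final as the reducing agent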
HMGR II inh: E. faecalis class II HMG-CoA reductase inhibition; purified E. faecalis HMGR, NADPH absorbance 340 nm kinetic; inhibition, % at 10 µM; 0.41% of 190,000 active; AID 1066;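 active = inhibition above a set limit, the median over all tested compounds plus 3 SD, cut at about 9.5% in these data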;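 also: enzyme runs in reverse so mevalonate oxidation gives rising NADPH absorbance; 0% = complete reaction with DMSO and 100% = background rate lacking mevalonate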
PMI activator: increases human mannose-6-phosphate isomerase activity | purified human PMI, coupled resazurin fluorescence, 20 min; hits give high values; 1 = vehicle control, 0 substrate-free wells | activation factor at 20 µM | 0.005% of 190,000 active | AID 1214;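 active = activation factor of 2 or more at 20 µM, relative to plate controls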
Target sequence (P34949 whole entry, looked up): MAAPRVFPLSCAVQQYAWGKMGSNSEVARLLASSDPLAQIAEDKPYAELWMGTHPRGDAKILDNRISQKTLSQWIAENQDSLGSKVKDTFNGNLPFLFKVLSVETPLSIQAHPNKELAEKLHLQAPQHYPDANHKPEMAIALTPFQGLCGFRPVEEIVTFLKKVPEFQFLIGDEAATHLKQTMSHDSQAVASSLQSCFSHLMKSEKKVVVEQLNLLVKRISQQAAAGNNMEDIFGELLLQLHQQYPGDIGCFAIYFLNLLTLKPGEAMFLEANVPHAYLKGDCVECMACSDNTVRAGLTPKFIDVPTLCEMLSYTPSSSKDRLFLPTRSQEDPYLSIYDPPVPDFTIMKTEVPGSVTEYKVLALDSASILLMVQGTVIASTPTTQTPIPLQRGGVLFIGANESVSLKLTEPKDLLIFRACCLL
RAM inhibit: yeast RAM network inhibition; inhibition, % at 50 µM; AID 868; S. cerevisiae dse1pr::URA3 reporter, 5-FOA growth OD615, 2 d; analog-sensitive cbk1-as2 kinase mutant strain; 1.8% of 190,000 active;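 active = inhibition above a set limit, 3 SD over mean compound inhibition, cut at about 8.4% in these data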;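 also: 0% = DMSO-only wells with no growth and 100% = 10 µM 1-NA-PP1 full growth; inhibition rescues growth on 5-FOA so higher OD means more RAM inhibition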
S1P3 antag: antagonists of human S1P3 receptor. Q99500. CHO S1P3 NFAT-BLA reporter, FRET fluorescence, antagonist mode. inhibition, % at 4.98 µM. 0.27% of 170,000 active;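 active = inhibition above the plate cutoff, the mean inhibition of test wells on that plate plus 3 SD, cut at about 28% in these data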;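 also: cells challenged with S1P at its EC80 of 0.8 µM; blue over green emission ratio from cleaved BLA substrate after 4 h stimulation; 0% = S1P-stimulated wells and 100% = unstimulated DMSO-only wells; some compounds past the cut are filed as inactive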
TNAP inh noacc: TNAP (human) inhibition, acceptor-free conditions. P05186. purified TNAP, CDP-star luminescence, 30 min. inhibition, % at 20 µM. 0.26% of 200,000 active. AID 1012;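 active = tissue-nonspecific alkaline phosphatase inhibition above about 50% at 20 µM in the single-dose screen, limit read from the data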;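 also: 0% = DMSO negative control and 100% = EDTA positive control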
Target sequence (P05186 whole entry, looked up): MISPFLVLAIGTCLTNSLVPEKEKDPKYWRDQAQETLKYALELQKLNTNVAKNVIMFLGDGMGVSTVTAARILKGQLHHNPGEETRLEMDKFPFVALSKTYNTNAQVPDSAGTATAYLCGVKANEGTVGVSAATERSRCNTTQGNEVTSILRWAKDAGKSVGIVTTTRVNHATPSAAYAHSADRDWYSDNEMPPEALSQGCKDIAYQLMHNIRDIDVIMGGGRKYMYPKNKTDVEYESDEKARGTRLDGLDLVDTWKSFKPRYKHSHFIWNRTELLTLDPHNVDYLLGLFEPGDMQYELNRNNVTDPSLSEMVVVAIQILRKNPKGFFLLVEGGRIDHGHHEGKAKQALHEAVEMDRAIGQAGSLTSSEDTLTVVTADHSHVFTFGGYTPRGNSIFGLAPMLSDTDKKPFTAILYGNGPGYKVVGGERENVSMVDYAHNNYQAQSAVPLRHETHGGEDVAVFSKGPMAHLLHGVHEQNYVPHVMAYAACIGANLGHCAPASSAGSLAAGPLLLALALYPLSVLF
TNAP inh hiacc: TNAP (human) inhibition, high acceptor | P05186 | purified TNAP, CDP-star luminescence, 1 M DEA | inhibition, % at 20 µM | 0.03% of 200,000 active | AID 1135;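 active = over 50% inhibition of tissue-nonspecific alkaline phosphatase at 20 µM in the single-dose screen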;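 also: plate controls were DMSO wells for no effect and EDTA-quenched wells as full inhibition for full effect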
PMI act hi M6P: increases human PMI activity with near-saturating mannose 6-phosphate; P34949; coupled PMI enzyme assay, resazurin fluorescence, 20 min; hits give high values; 1 = untreated enzyme, 0 = substrate-free blank; activation factor at 20 µM; 0.34% of 190,000 active;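 active = activation factor of 2 or more at 20 µM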
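Test system: human PMI in coupled enzyme assay; Input: PMI at 15 ng/mL final; Medium: HEPES buffer, pH 7.4; Schedule: 20 min incubation at room temperature; Technique: resorufin fluorescence at Ex 544/Em 590 nm; Compound: 20 µM single dose; Probe or stimulus: Near-saturating mannose-6-phosphate, 1.0 mM.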
L major viab: reduces viability of Leishmania major promastigotes; resazurin fluorescence viability; inhibition, % at 10 µM; 9% of 200,000 active; AID 1063; in the data active = inhibition above about 50%;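 also: promastigotes grown with compound for 44 hours at 28 °C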
Numbers without * were called inactive; . = not tested or not shown.

mol | Hsp70 activator | DTT redox prof | HMGR II inh | PMI activator | RAM inhibit | S1P3 antag | TNAP inh noacc | TNAP inh hiacc | PMI act hi M6P | L major viab
Cc1ccccc1OCC(=O)OC1CCN(C)CC1 | -0.3 | 0.2 | 3 | 1 | 1.3 | . | -1 | -3 | 1 | 2
Fc1ccc(-c2onc3ccc(C4OCCO4)cc23)cc1 | -0.1 | 0.1 | -3 | 1.1 | -0.4 | 1 | -13 | -6 | 1 | -10
COC(=O)c1cccc(C(=O)Nc2cnc3ccccc3c2)n1 | -0.3 | 1.2 | 5 | 1 | 4.0 | 15 | -10 | -5 | 0.9 | 6
NC1=NC(=O)C2(COC(c3ccccc3Cl)OC2)S1 (centres undefined) | -0.3 | 2.2 | -1 | 1.1 | 0.6 | . | -6 | -2 | 1.1 | -2
CCC(=O)Nc1cc(C)c(NC(=O)C23CC4CC(CC(C4)C2)C3)cn1 | -0.4 | 2.2 | -4 | 1.1 | -0.9 | -2 | -10 | 2 | 0.7 | 0
Cc1ccc(S(=O)(=O)N2CCC(C(=O)Nc3ccc4c(c3)COC4=O)CC2)cc1 | -0.4 | 2.9 | -6 | 1.2 | 0.9 | 40 | -8 | 0 | 1.2 | 8
COc1cc(NC(=O)C2CCCN2S(=O)(=O)c2cccc3cccnc23)cc(OC)c1OC (centres undefined) | 0.0 | -0.2 | 0 | 0.9 | 1.4 | -7 | -7 | -2 | 1 | -3
CC(C)CCN1CCN(Cc2ccc(Oc3ncccn3)cc2)CC1CCO (centres undefined) | 0.5 | -0.7 | -3 | 0.9 | -1.2 | 0 | -7 | -1 | 0.9 | -4
O=c1cc(N2CCCCC2)c(-c2ccccc2)nn1Cc1cccc(F)c1 | -0.3 | -2.0 | -3 | 0.9 | 2.3 | -5 | -14 | -7 | 0.9 | 17
COc1ccc(NC2CC(=O)N(C(C)C)C2=O)cc1 (centres undefined) | -0.3 | 0.0 | -5 | 0.8 | 2.5 | 1 | -7 | 0 | 0.9 | -2
N/C(=N\OC(=O)c1ccc2ccccc2c1)c1ccc(Br)cc1 | -0.3 | 0.5 | -6 | 1.1 | 2.6 | -4 | -10 | -2 | 1.1 | -4
O=C(OCC(=O)N1CCCC1)c1ccc(NS(=O)(=O)c2cccs2)cc1O | -0.3 | -0.9 | 0 | 1.2 | 3.2 | 4 | -5 | 0 | 1.1 | -6
CCN(CC)S(=O)(=O)c1ccc2oc(C(=O)N3CCc4ccccc4C3)c(C)c2c1 | -0.4 | 0.1 | -2 | 1 | 2.8 | -10 | -8 | -4 | 1 | 31
O=C(N/N=C\c1cc([N+](=O)[O-])ccc1N1CCCC1)c1ccccn1 | -0.3 | -0.5 | 0 | 0.9 | 3.3 | -6 | -44 | 13 | 0.8 | 26
CCOC(=O)Cn1c(=O)n(C2CCCC2)c(=O)c2ccccc21 | -0.1 | 19 | -1 | 0.8 | 2.3 | -22 | -9 | -3 | 0.9 | 10
Cc1snc(S(=O)(=O)/C(C#N)=N/Nc2ccc(C(F)(F)F)cc2)c1C#N | -0.2 | 0.2 | -7 | 1.1 | 1.6 | . | -3 | 8 | 1.1 | -5
CN(C(=O)COC(=O)c1cc([N+](=O)[O-])ccc1N1CCCC1)C1CCS(=O)(=O)C1 (centres undefined) | -0.1 | 15 | -5 | 1 | 0.7 | 4 | 0 | 8 | 0.8 | -2
Nc1ccc(O)c2c1C(=O)c1ccccc1C2=O | -0.1 | 2.2 | -10 | 0.9 | 3.4 | -9 | 6 | 23 | 0.6 | -3
COc1cccc2cc(C(=O)NC(C)C3CCCO3)c(=O)oc12 (centres undefined) | -0.6 | 1.9 | -2 | 0.9 | -0.4 | 10 | -10 | 4 | 1 | 2
O=C(COC(=O)c1ccccc1F)Nc1cc(S(=O)(=O)N2CCOCC2)ccc1N1CCCC1 | -0.1 | -2.3 | -1 | 1.3 | 0.0 | -16 | -1 | -2 | 1 | 5

The list goes on:
mol | Hsp70 activator | DTT redox prof | HMGR II inh | PMI activator | RAM inhibit | S1P3 antag | TNAP inh noacc | TNAP inh hiacc | PMI act hi M6P | L major viab
O=C(O)c1cc(-c2cccc(Cl)c2)nc2nc(N3CCCCC3)sc12 | -0.6 | -0.2 | -4 | 1.1 | 1.1 | 3 | -6 | 1 | 1.1 | 63*
CC(CN1CCN(C)CC1)OC(=O)c1ccc(Cl)cc1Cl (centres undefined) | -0.2 | 0.4 | -1 | 1.1 | 1.1 | . | -11 | -5 | 1.3 | 0
COc1cc(C(=O)NC2=NCCS2)ccc1OCc1c(C)noc1C | -0.4 | 0.0 | 0 | 1 | 0.6 | -4 | -15 | -9 | 1 | 16
CC(=O)c1ccc(NC(=O)CSc2nnc(NC(=O)CN3CCOCC3)s2)cc1 | -0.2 | -2.8 | 5 | 1 | -0.4 | . | -10 | -3 | 1 | -8
O=C(O)c1cnc(-c2ccccc2)nc1Sc1cccc(Cl)c1 | -0.4 | -1.4 | -2 | 0.8 | 4.0 | . | -5 | 3 | 0.8 | -9
COC(=O)c1sccc1NC(=S)N1CCN(c2cc(C)ccc2C)CC1 | -0.4 | -0.1 | 2 | 0.9 | 5.1 | -2 | -6 | -6 | 1 | 82*
CCC(C)(C)NC(=O)CN(C(=O)c1snc(C(N)=O)c1N)c1ccc2nc(C)sc2c1 | -0.1 | 0.6 | -2 | 1.1 | 1.0 | -37 | -2 | -7 | 1 | 5
COC(=O)c1ccc(/C=N/NC(=S)NCCN2CCOCC2)cc1 | -0.3 | 0.1 | -3 | 1 | 0.6 | -3 | -4 | 3 | 1 | 3
COc1cccc(/C=C(/C#N)c2ccc(F)cc2)c1OCc1cccc(C(=O)O)c1 | -0.2 | 0.7 | 2 | 1 | 1.2 | 2 | -7 | -2 | 0.9 | 45
Cc1ccc(NS(=O)(=O)c2ccc(OCC(=O)NCC3CCCO3)cc2)cc1 (centres undefined) | -0.2 | -1.1 | -3 | 1 | 5.3 | -22 | -3 | -5 | 1 | 0
CCc1nnc(NC(=O)C(C)Sc2ccccc2)s1 (centres undefined) | -0.1 | -4.0 | -9 | 1 | 3.4 | 8 | 7 | -3 | 1 | -9
CCCN(C(=O)CSc1nc2c(cnn2-c2ccccc2)c(=O)[nH]1)C1CCS(=O)(=O)C1 (centres undefined) | 0.1 | -0.1 | -3 | 1.1 | 2.9 | -9 | -14 | -4 | 1.1 | 2
CCOC(=O)CNC(=O)c1ccccc1 | -0.1 | -2.3 | 1 | 1.1 | 2.8 | . | -3 | -6 | 1.1 | -6
CCCC(c1nnnn1C(C)(C)C)N1CCN(Cc2ccccc2OC)CC1 (centres undefined) | -0.1 | 0.5 | -4 | 1.2 | -0.6 | 0 | -3 | -3 | 1.1 | -2
CC(=O)c1oc2ccccc2c1NC(=O)CN1CCCCC1 | -0.1 | 0.5 | -3 | 1.1 | 0.4 | . | -6 | -3 | 1.1 | -4
CCCOc1ccc(N2C(=O)CC(N(Cc3ccc(OC)cc3)C(=S)Nc3ccccc3)C2=O)cc1 (centres undefined) | 0.0 | -0.2 | -2 | 0.9 | 3.2 | 0 | -39 | 0 | 0.9 | 69*
O=C(COC(=O)CCc1nc2ccccc2n1-c1ccccc1)Nc1cccc(Cl)c1 | -0.2 | -0.3 | -4 | 0.8 | 3.4 | 2 | -9 | -8 | 0.8 | 3
CC12CCC(C(=O)NC(c3ccccc3)c3ccccc3)(OC1=O)C2(C)C (centres undefined) | 0.0 | -0.2 | -12 | 0.9 | 1.9 | . | -3 | -3 | 0.9 | 1
COc1ccc2c(CC(=O)Nc3nnc(C4CC4)s3)coc2c1 | 0.2 | 1.9 | -6 | 0.8 | 3.7 | -36 | -4 | 2 | 1 | -2
Fc1ccccc1COc1ccccc1/C=N/Nc1nc(N2CCCC2)nc(N2CCCC2)n1 | 0.1 | 0.5 | 0 | 1 | 0.6 | -2 | -12 | -8 | 1 | 50*

5 compounds drawn at random from the list so far:
mol | Hsp70 activator | DTT redox prof | HMGR II inh | PMI activator | RAM inhibit | S1P3 antag | TNAP inh noacc | TNAP inh hiacc | PMI act hi M6P | L major viab
COC(=O)c1ccc(/C=N/NC(=S)NCCN2CCOCC2)cc1 | -0.3 | 0.1 | -3 | 1 | 0.6 | -3 | -4 | 3 | 1 | 3
Cc1ccccc1OCC(=O)OC1CCN(C)CC1 | -0.3 | 0.2 | 3 | 1 | 1.3 | . | -1 | -3 | 1 | 2
NC1=NC(=O)C2(COC(c3ccccc3Cl)OC2)S1 (centres undefined) | -0.3 | 2.2 | -1 | 1.1 | 0.6 | . | -6 | -2 | 1.1 | -2
COc1cc(C(=O)NC2=NCCS2)ccc1OCc1c(C)noc1C | -0.4 | 0.0 | 0 | 1 | 0.6 | -4 | -15 | -9 | 1 | 16
COc1cc(NC(=O)C2CCCN2S(=O)(=O)c2cccc3cccnc23)cc(OC)c1OC (centres undefined) | 0.0 | -0.2 | 0 | 0.9 | 1.4 | -7 | -7 | -2 | 1 | -3

The list goes on:
mol | Hsp70 activator | DTT redox prof | HMGR II inh | PMI activator | RAM inhibit | S1P3 antag | TNAP inh noacc | TNAP inh hiacc | PMI act hi M6P | L major viab
CCN1CCN(c2nc(N)c([N+](=O)[O-])c(Nc3ccc(C)c(C)c3)n2)CC1 | -0.4 | 0.0 | -1 | 1.1 | 2.4 | 1 | -10 | 0 | 1.1 | 60*
c1cc(-c2nnc(-c3ccncc3)o2)ccn1 | -0.3 | 20 | -8 | 1 | 0.6 | 7 | -12 | -5 | 1 | 15
NC(=O)SC/C(=N\S(=O)(=O)c1ccccc1)Nc1ccccc1 | -0.1 | -0.8 | -4 | 1 | 0.4 | 3 | -34 | -5 | 1 | -2
O=C(O)c1cc([N+](=O)[O-])ccc1N1CCC(Cc2ccccc2)CC1 | -0.2 | 0.0 | -10 | 0.9 | 0.7 | -9 | 10 | 19 | 1.1 | -7
CC1CCN(C(c2cccs2)c2nnnn2Cc2ccccc2)CC1 (centres undefined) | -0.3 | 0.2 | -7 | 0.9 | 2.9 | . | -3 | -1 | 1.1 | 29
COc1ccc(N2CC(C)Cn3c2nc2c3c(=O)n(Cc3ccc(C)cc3)c(=O)n2C)c(OC)c1 (centres undefined) | -0.2 | -1.7 | -2 | 0.8 | 2.5 | 14 | -4 | 1 | 0.6 | 22
O=C(CN1CCN(Cc2ccc(F)cc2Cl)C1=O)NCCCN1CCOCC1 | -0.2 | -0.1 | -6 | 0.9 | 0.3 | -13 | -2 | 1 | 1 | -4
COc1ccc(-c2csc(-n3ncc(-c4cccs4)c3N)n2)cc1 | 0.0 | -3.4 | 5 | 0.9 | 6.9 | . | -11 | -3 | 1 | -13
CCCCN1C(=O)Cc2c1nc(N)c1c(N)nc(N(CCC)CCC)c(C#N)c21 | -0.3 | -0.5 | -2 | 0.8 | 4.0 | . | -22 | -7 | 0.4 | 3

Assay outcomes: PubChem, several laboratories

This is a random part of the collection; 12% or so of the library scored in one or more.
